Assay outcomes (PubChem)
CDK5 inh – CDK5/p35 (human) kinase inhibition. Recombinant CDK5/p35, ADP-Glo luminescence, 60 min. inhibition, % at 10 µM. 330,000 tested, 0.01% active. AID 488839;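 active = highest replicate inhibition of at least 50% and at least 75% of replicates reaching 50%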;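 note: plate controls were DMSO neutral control for no effect and GW8510 at 10 µM for full effect; many of its hits are not listed in these tables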
Wnt act – Wnt/beta-catenin pathway activation; Wnt/beta-catenin reporter cell assay, activator, plate reader; activation, % at 9.35 µM; 300,000 tested, 1.2% active; in the data active = activation above about 30%, passing the limit was not always enough;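 note: 0% = neutral control wells and 100% = positive control wells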
dFosB activator – mouse delta FosB homodimer activation; purified delta FosB, TAMRA-CDK5 oligo fluorescence polarization; percent of positive-control signal above neutral wells; AID 493131; P13346; activation, % at 25 µM; 340,000 tested, 0.99% active;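 active = mean activation above about 17%, with every replicate also reaching it, limit read from the data, passing the limit was not always enough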;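 note: fluorescence polarization rise as delta FosB binds a TAMRA Cdk5 AP-1 oligo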
HTR5A inv ctr – HTR5A inverse agonism, opioid heterodimer counter-screen; inhibition, % at 9.3 µM; AID 504634; 340,000 tested, 0.083% active; P47898; HTR5A cell line, luminescence; in the data active = inhibition mostly above about 23%, no sharp cut-off; inactive = mostly below about 18%;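 note: 0% = cells with DMSO and 100% = no-cell wells with DMSO; some compounds called inactive have numbers as strong as hits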
HTR5A ag ctr – HTR5A agonism, opioid heterodimer counter-screen; P47898; HTR5A agonist assay, luminescence, cell-based; activation, % at 9.3 µM; 340,000 tested, 0.61% active; AID 504692; in the data active = activation mostly above about 9.5%, no sharp cut-off; inactive = mostly below about 7.6%;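 note: 0% = cells with vehicle only and 100% = reference agonist; strong numbers were not always called active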
MITF act – MITF TRPM1 promoter activation in melanoma cells. SK-MEL-5 TRPM1-promoter luciferase, 24 h; % of positive control, neutral wells = 0. activation, % at 12.5 µM. 300,000 tested, 0.75% active. AID 588334;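 active = mean activation of at least 80% with every replicate also reaching 80%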;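 note: 0% = neutral control wells and 100% = parthenolide positive control wells; values of inactives mirror those of a sister screen read the other way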
NSD2 HMT inh – blocks human histone methyltransferase NSD2; O96028; NSD2 peptide methylation, AlphaScreen, 120 min; inhibition, % at 12.5 µM; 310,000 tested, 0.54% active; AID 743445; in the data active = inhibition above about 50%
Target sequence (O96028 whole entry, looked up): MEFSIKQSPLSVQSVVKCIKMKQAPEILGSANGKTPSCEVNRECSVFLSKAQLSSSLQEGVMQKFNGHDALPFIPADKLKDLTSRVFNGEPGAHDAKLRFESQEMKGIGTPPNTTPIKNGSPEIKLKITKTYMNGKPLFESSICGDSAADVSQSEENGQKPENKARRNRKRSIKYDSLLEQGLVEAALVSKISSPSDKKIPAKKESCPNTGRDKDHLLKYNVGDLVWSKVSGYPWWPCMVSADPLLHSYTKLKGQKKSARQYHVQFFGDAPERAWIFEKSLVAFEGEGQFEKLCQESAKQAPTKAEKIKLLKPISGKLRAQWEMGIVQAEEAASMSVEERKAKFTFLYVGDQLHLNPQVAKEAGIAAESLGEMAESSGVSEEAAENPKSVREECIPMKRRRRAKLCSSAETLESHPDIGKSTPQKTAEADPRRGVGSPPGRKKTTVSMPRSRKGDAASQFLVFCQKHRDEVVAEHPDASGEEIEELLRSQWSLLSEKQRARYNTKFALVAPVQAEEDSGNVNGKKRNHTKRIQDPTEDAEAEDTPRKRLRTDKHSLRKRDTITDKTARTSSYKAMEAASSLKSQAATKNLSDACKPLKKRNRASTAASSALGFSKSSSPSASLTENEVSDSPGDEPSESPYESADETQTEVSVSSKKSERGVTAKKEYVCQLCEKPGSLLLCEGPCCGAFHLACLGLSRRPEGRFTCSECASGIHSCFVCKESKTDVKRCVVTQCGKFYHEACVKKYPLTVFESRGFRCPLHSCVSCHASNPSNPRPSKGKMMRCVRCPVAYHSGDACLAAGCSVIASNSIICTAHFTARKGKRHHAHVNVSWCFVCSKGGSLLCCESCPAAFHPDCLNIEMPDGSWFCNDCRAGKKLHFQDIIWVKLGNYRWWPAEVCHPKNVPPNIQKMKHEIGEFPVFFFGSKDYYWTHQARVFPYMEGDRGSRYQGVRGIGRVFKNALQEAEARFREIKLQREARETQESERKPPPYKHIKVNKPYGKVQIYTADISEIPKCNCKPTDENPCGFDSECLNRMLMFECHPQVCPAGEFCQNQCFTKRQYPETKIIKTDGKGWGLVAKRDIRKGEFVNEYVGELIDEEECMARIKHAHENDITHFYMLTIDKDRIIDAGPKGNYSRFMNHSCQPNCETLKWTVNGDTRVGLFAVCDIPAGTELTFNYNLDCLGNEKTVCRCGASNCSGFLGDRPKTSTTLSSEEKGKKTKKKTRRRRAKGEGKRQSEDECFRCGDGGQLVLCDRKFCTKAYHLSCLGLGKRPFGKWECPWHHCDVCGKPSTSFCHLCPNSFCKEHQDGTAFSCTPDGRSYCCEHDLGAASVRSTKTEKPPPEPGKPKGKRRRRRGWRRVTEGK
SR-BI DiI inh – blocks mouse SR-BI lipid uptake from DiI-HDL. Q61009. inhibition, % at 12.5 µM. 320,000 tested, 0.96% active. ldlA[mSR-BI] CHO cells, DiI-HDL uptake fluorescence, 3 h. AID 488896;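 active = mean replicate inhibition of at least 70% and a set share of replicates each scoring 70 or more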;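 note: 0% = median of neutral control wells and 100% = median of positive control wells; values of inactives mirror those of a sister screen read the other way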
V-ATPase pHluor – alters yeast V-ATPase proton transport | S. cerevisiae, pHLuorin cytosolic pH fluorescence | response, % at 10 µM | 350,000 tested, 0.37% active; in the data active = response mostly above about 7.3%, no sharp cut-off; inactive = mostly below about 5.4%; note: actives read high; inactives centre near 0; some compounds called inactive have numbers as strong as hits; reference of the scale not given here
PvdQ inh – blocks Pseudomonas aeruginosa PvdQ acylase activity; purified PvdQ acylase, fluorescence plate reader; 340,000 tested, 0.063% active; inhibition, % at 10 µM; in the data active = inhibition above about 30%, passing the limit was not always enough;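 note: 0% = vehicle neutral wells and 100% = reference inhibitor wells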
* = called active by the depositor; & = joins results of further samples.

Results for CNc1nc(Sc2ccccc2)cc(C(F)(F)F)n1 ?
CDK5 inh: -1.1; Wnt act: -3; dFosB activator: 0; HTR5A inv ctr: 1; HTR5A ag ctr: -1; NSD2 HMT inh: -1; SR-BI DiI inh: 2; V-ATPase pHluor: 1; PvdQ inh: 14

How did O=C(Cc1ccccc1)NCC(=O)N1CCC1 do in these assays?
CDK5 inh: -0.4; Wnt act: 16; dFosB activator: 1; HTR5A inv ctr: -5; HTR5A ag ctr: 2; MITF act: -1; NSD2 HMT inh: 1; SR-BI DiI inh: -7; V-ATPase pHluor: -3; PvdQ inh: -14

How did O=C(CCNC(=O)C1CCN(S(=O)(=O)c2ccc(F)cc2)CC1)NCc1ccccc1 do in these assays?
Wnt act: 4; dFosB activator: -1; HTR5A inv ctr: 25; HTR5A ag ctr: -1; MITF act: -6; NSD2 HMT inh: 0; SR-BI DiI inh: -23; V-ATPase pHluor: 4; PvdQ inh: -16

What do the screens show for `CC1CCN(Cc2cc(=O)oc3ccc(C(C)C)cc23)CC1`?
CDK5 inh: -2.5; Wnt act: 0; dFosB activator: -5; HTR5A inv ctr: -21; HTR5A ag ctr: 5; MITF act: 23; NSD2 HMT inh: -7; SR-BI DiI inh: 37; V-ATPase pHluor: 3; PvdQ inh: -13

What do the screens show for `Cc1ccc(C2(c3ccc(C)cc3)CC2C(=O)Nc2ccc([N+](=O)[O-])cc2O)cc1` (stereo not given)?
CDK5 inh: -0.6; dFosB activator: -9; HTR5A inv ctr: 15; HTR5A ag ctr: 7; MITF act: -76; SR-BI DiI inh: 32; V-ATPase pHluor: 0; PvdQ inh: -10

What do the screens show for `COc1ccccc1OCC(=O)NC1CCCc2ccccc21` (stereo not given)?
CDK5 inh: -0.3; Wnt act: -2; dFosB activator: 6; HTR5A inv ctr: -26; HTR5A ag ctr: 0; MITF act: -19; NSD2 HMT inh: -2; V-ATPase pHluor: -2; PvdQ inh: -8

Results for CCCCOc1ccc(NC(=O)[C@@H]2CCCN2C(=O)C2CCN(S(=O)(=O)c3ccc(C)cc3)CC2)cc1 ?
CDK5 inh: 1.1; Wnt act: 0; dFosB activator: -6; HTR5A inv ctr: -4; HTR5A ag ctr: 1; MITF act: -6; NSD2 HMT inh: -3; SR-BI DiI inh: -20; V-ATPase pHluor: 0; PvdQ inh: 12

How did CCOC(=O)c1ccccc1-c1cn2cc(Cl)ccc2n1 do in these assays?
CDK5 inh: -1.0; dFosB activator: -4; HTR5A inv ctr: -4; HTR5A ag ctr: 1; MITF act: 8; NSD2 HMT inh: -2; SR-BI DiI inh: 12; V-ATPase pHluor: -2; PvdQ inh: -4

What do the screens show for `COc1ccccc1C(=O)NCC(=O)NCCSc1ccc(Br)cc1`?
CDK5 inh: -0.7; Wnt act: 3; dFosB activator: -5; HTR5A inv ctr: 19; HTR5A ag ctr: -8; MITF act: -3; NSD2 HMT inh: -10; SR-BI DiI inh: -6; V-ATPase pHluor: 7; PvdQ inh: 0

Results for O=C1CC(SCCO)C(=O)N1c1ccc(Oc2ccccc2)cc1 (stereo not given) ?
CDK5 inh: 4.4; Wnt act: 5; dFosB activator: 4; HTR5A inv ctr: 11; HTR5A ag ctr: -4; MITF act: 7; SR-BI DiI inh: -7; V-ATPase pHluor: -4; PvdQ inh: -1

How did CC(=O)Nc1ccc(-c2c(C)cc3oc(=O)cc(-c4ccccc4)c3c2C)cc1 do in these assays?
CDK5 inh: -1.1; Wnt act: -2; dFosB activator: -6; HTR5A inv ctr: -4; HTR5A ag ctr: 1; MITF act: -20; SR-BI DiI inh: 67; V-ATPase pHluor: 2; PvdQ inh: -6

How did COc1ccc(-c2ccc3oc(-c4ccsc4)cc(=O)c3c2)cn1 do in these assays?
CDK5 inh: -1.1; Wnt act: 48*; dFosB activator: -10; HTR5A inv ctr: -5; HTR5A ag ctr: -5; MITF act: 138*; SR-BI DiI inh: -35; V-ATPase pHluor: 9; PvdQ inh: -1

What do the screens show for `Cc1ccccc1OCC(=O)NNC(=O)Cn1[nH]c(=O)c2ccccc2c1=O`?
CDK5 inh: 1.2; Wnt act: 1; dFosB activator: 3; HTR5A inv ctr: -5; HTR5A ag ctr: 1; MITF act: 3; NSD2 HMT inh: 1; SR-BI DiI inh: 1; V-ATPase pHluor: 2; PvdQ inh: -2

How did Cc1ccccc1NC(=O)CN1C(=S)NC(C)(C)CC1C (stereo not given) do in these assays?
CDK5 inh: -6.7; dFosB activator: -5; HTR5A inv ctr: 7; HTR5A ag ctr: -2; MITF act: 3; NSD2 HMT inh: 3; SR-BI DiI inh: -9; V-ATPase pHluor: -4; PvdQ inh: -13

Results for C=CCNC(=O)/C(=C\c1ccc(OC)cc1)NC(=O)c1ccc([N+](=O)[O-])cc1 ?
CDK5 inh: 0.2; Wnt act: 0; dFosB activator: 0; HTR5A inv ctr: 13; HTR5A ag ctr: -5; MITF act: -3; NSD2 HMT inh: 1; SR-BI DiI inh: 11; V-ATPase pHluor: 0; PvdQ inh: -5

Results for CCc1cccc(C)c1NC(=O)CN(C)Cc1cccc(F)c1 ?
CDK5 inh: -1.8; Wnt act: 0; dFosB activator: -3; HTR5A inv ctr: -3; HTR5A ag ctr: 1; MITF act: 11; NSD2 HMT inh: -1; SR-BI DiI inh: 1; V-ATPase pHluor: 0; PvdQ inh: -13

What do the screens show for `CC(C)(C)n1nnnc1C(c1cccnc1)N1CCN(c2cccc(C(F)(F)F)c2)CC1` (stereo not given)?
CDK5 inh: 0.9; Wnt act: 1; dFosB activator: -11; HTR5A inv ctr: 10; HTR5A ag ctr: -1; MITF act: 4; NSD2 HMT inh: 1; SR-BI DiI inh: 11; V-ATPase pHluor: 1; PvdQ inh: -8

How did Cc1ccc(C2SCC(=O)N2Cc2ccccc2)cc1 (stereo not given) do in these assays?
CDK5 inh: -0.3; Wnt act: -1; dFosB activator: -3; HTR5A inv ctr: 17; HTR5A ag ctr: -5; MITF act: -1; NSD2 HMT inh: 1; SR-BI DiI inh: -1; V-ATPase pHluor: 5; PvdQ inh: 5

How did COc1ccc(C2CC(=O)N(C)c3ccccc3S2)cc1 (stereo not given) do in these assays?
CDK5 inh: -0.6; Wnt act: 5; dFosB activator: -4; HTR5A inv ctr: 18; HTR5A ag ctr: -7; MITF act: -5; NSD2 HMT inh: 0; SR-BI DiI inh: -7; V-ATPase pHluor: -1; PvdQ inh: -12

What do the screens show for `Cc1ccc(C(=O)CCNc2ccc(F)c(Cl)c2)o1`?
CDK5 inh: 0.7; Wnt act: 0; dFosB activator: -1; HTR5A inv ctr: 1; HTR5A ag ctr: 0; MITF act: -1; NSD2 HMT inh: -1; SR-BI DiI inh: -21; V-ATPase pHluor: 4; PvdQ inh: 5

Part of the list above in order of molecular weight, low to high.
What do the screens show for `COc1ccccc1OCC(=O)NC1CCCc2ccccc21` (stereo not given)?
CDK5 inh: -0.3; Wnt act: -2; dFosB activator: 6; HTR5A inv ctr: -26; HTR5A ag ctr: 0; MITF act: -19; NSD2 HMT inh: -2; V-ATPase pHluor: -2; PvdQ inh: -8

Results for CCc1cccc(C)c1NC(=O)CN(C)Cc1cccc(F)c1 ?
CDK5 inh: -1.8; Wnt act: 0; dFosB activator: -3; HTR5A inv ctr: -3; HTR5A ag ctr: 1; MITF act: 11; NSD2 HMT inh: -1; SR-BI DiI inh: 1; V-ATPase pHluor: 0; PvdQ inh: -13

What do the screens show for `CC(C)(C)n1nnnc1C(c1cccnc1)N1CCN(c2cccc(C(F)(F)F)c2)CC1` (stereo not given)?
CDK5 inh: 0.9; Wnt act: 1; dFosB activator: -11; HTR5A inv ctr: 10; HTR5A ag ctr: -1; MITF act: 4; NSD2 HMT inh: 1; SR-BI DiI inh: 11; V-ATPase pHluor: 1; PvdQ inh: -8

Later entries
How did Clc1ccc(-c2nn3c(C4COc5ccccc5O4)nnc3s2)cc1 (stereo not given) do in these assays?
CDK5 inh: -0.1; dFosB activator: -31; HTR5A inv ctr: -27; HTR5A ag ctr: -1; SR-BI DiI inh: 6; V-ATPase pHluor: 2; PvdQ inh: -6

Results for O=C(CSc1ncnc2ccccc12)c1cccs1 ?
CDK5 inh: 1.0; Wnt act: -1; dFosB activator: -18; HTR5A inv ctr: 6; HTR5A ag ctr: -2; MITF act: 23; SR-BI DiI inh: 5; V-ATPase pHluor: 1; PvdQ inh: -22

How did CCn1c(/C=C/Nc2ccccc2)[n+](CC)c2cc(Cl)c(Cl)cc21 do in these assays?
CDK5 inh: -2.4; Wnt act: -1; dFosB activator: -12; HTR5A inv ctr: 5; HTR5A ag ctr: -3; MITF act: -65; NSD2 HMT inh: 13; SR-BI DiI inh: 9; V-ATPase pHluor: -4; PvdQ inh: -7

What do the screens show for `CCCCCOc1ccc2oc(=O)c3c(c2c1)CCCN3C(=O)CN1CCCC(C(=O)OCC)C1` (stereo not given)?
CDK5 inh: -0.8; Wnt act: -6; dFosB activator: -7; HTR5A inv ctr: -3; HTR5A ag ctr: 6; MITF act: -3; NSD2 HMT inh: 0; SR-BI DiI inh: 1; V-ATPase pHluor: 13*; PvdQ inh: -9

How did O=C(CCSCc1ccccc1F)NCCc1ccccc1 do in these assays?
CDK5 inh: -1.4; Wnt act: 38*; dFosB activator: 1; HTR5A inv ctr: -7; HTR5A ag ctr: 2; MITF act: 6; NSD2 HMT inh: -4; SR-BI DiI inh: -14; V-ATPase pHluor: 3; PvdQ inh: 1

What do the screens show for `CCC(=O)Nc1ccc(Cl)c(NC(=O)c2ccccc2OC)c1`?
CDK5 inh: -0.2; Wnt act: 5; dFosB activator: -8; HTR5A inv ctr: -1; HTR5A ag ctr: 0; MITF act: -3; NSD2 HMT inh: -3; SR-BI DiI inh: 6; V-ATPase pHluor: 3; PvdQ inh: -4

What do the screens show for `C/C(CC(=O)Nc1cccc(Cl)c1Cl)=N\NC(=O)c1ccccc1C`?
CDK5 inh: 1.5; Wnt act: -1; dFosB activator: 2; HTR5A inv ctr: 11; HTR5A ag ctr: -4; MITF act: -6; NSD2 HMT inh: 1; SR-BI DiI inh: 28; V-ATPase pHluor: 2; PvdQ inh: -22

How did CCCOC(=O)c1cccc(NC(=O)COc2ccc([N+](=O)[O-])cc2)c1 do in these assays?
CDK5 inh: -1.7; Wnt act: -1; dFosB activator: 19*; HTR5A inv ctr: 10; HTR5A ag ctr: -4; MITF act: -5; NSD2 HMT inh: -2; SR-BI DiI inh: -7; V-ATPase pHluor: 1; PvdQ inh: -8

What do the screens show for `O=C(NN(C(=O)C1CC1)c1nc2ccccc2s1)C1CC1`?
CDK5 inh: -0.9; Wnt act: 4; dFosB activator: -5; HTR5A inv ctr: 5; HTR5A ag ctr: -2; MITF act: -2; NSD2 HMT inh: -4; SR-BI DiI inh: -10; V-ATPase pHluor: 2; PvdQ inh: -15

Results for OCCN(CCO)c1nc(N2CCCCC2)c2nc(N(CCO)CCO)nc(N3CCCCC3)c2n1 ?
CDK5 inh: 1.3; Wnt act: -2&3; dFosB activator: 2; HTR5A inv ctr: -11; HTR5A ag ctr: 3; MITF act: 5; SR-BI DiI inh: -8&32; V-ATPase pHluor: 2; PvdQ inh: -23&-1

How did COc1ccc(NC(=S)NC(NC(=O)c2cccc(Cl)c2)C(Cl)(Cl)Cl)c([N+](=O)[O-])c1 (stereo not given) do in these assays?
CDK5 inh: 0.6; Wnt act: -4; dFosB activator: 13; HTR5A inv ctr: -11; HTR5A ag ctr: 4; MITF act: 14; NSD2 HMT inh: 5; SR-BI DiI inh: 18; V-ATPase pHluor: 1; PvdQ inh: -6

What do the screens show for `CC1(c2ccccc2)NC(=O)N(CC(=O)NNC(=O)c2ccccc2F)C1=O` (stereo not given)?
CDK5 inh: -2.6; Wnt act: 0; dFosB activator: -7; HTR5A inv ctr: -9; HTR5A ag ctr: 3; MITF act: 4; NSD2 HMT inh: -1; SR-BI DiI inh: -14; V-ATPase pHluor: 3; PvdQ inh: 2
